# aSyn 5UTR inh: MLPCN primary screen, SNCA 5' untranslated region | alpha-synuclein 5'UTR reporter, inhibitor activity | inhibition, % (tested at 7.5 µM) | actives 0.82% (n = 300,000) | AID 1813; in the data active means inhibition above about 60%;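 further: H4 neuroglioblastoma cells stably carrying SNCA 5'UTR luciferase fusion; 0% = DMSO wells and 100% = positive control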
# HSF1 inh: HSF1 inhibition | NIH3T3-HGL HSE-luciferase, MG132-induced, luminescence 8 h; stronger effect = lower value | activity change, negative = inhibition, % at 7.5 µM (by protocol) | actives 0.77% (n = 300,000) | AID 2098;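 active means more than half of replicate wells show activity change below -50%, luminescence cut by over half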;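 further: luciferase reports HSF-1 transcriptional activity via heat shock element; 0% = median of DMSO wells and -100% = zero luminescence signal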
# GSK3B inh: blocks human GSK3beta kinase activity; GST-GSK3beta kinase, ADP-Glo luminescence, 60 min; stronger effect = lower value; activity score (negative = inhibition), % at 10 µM; actives 0.038% (n = 300,000);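 active means more than half of replicate wells score below -50%, meaning over 50% inhibition versus plate controls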;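 further: 0% = median DMSO wells and -100% = median GW8510 positive control wells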
# Target sequence (P49841 whole entry, looked up): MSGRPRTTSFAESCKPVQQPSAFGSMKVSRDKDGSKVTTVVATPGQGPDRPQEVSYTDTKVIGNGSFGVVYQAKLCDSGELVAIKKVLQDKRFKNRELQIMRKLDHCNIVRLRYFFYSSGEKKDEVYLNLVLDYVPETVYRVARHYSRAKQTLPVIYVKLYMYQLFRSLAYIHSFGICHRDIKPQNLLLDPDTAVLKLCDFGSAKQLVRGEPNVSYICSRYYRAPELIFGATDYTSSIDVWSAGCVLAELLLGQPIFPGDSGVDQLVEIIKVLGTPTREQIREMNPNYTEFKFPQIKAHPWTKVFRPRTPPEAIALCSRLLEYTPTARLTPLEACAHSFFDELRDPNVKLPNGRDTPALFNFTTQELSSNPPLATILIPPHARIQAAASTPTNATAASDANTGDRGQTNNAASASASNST
#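 Assay system: GST-fused GSK3beta enzyme, cell-free / Medium: Tris pH 7.5 buffer with MgCl2, DTT, BSA, heparin / Also added: peptide substrate plus 25 µM ATP (final) / Compound: 10 µM single point / Timing: kinase reaction with compound 60 min at room temperature / Detection: ADP-Glo luminescence / Benchmarks: DMSO neutral wells and GW8510 at 20 µM as positive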
# AI-2 QS modul: modulators of Vibrio harveyi AI-2 quorum sensing system; Vibrio harveyi JMH597 AI-2 luminescence/OD600 ratio, 9 h; stronger effect = lower value; strain lacks LuxN and CqsS sensors; 0 = neutral-control median; activity change, % at 7.5 µM; actives 0.4% (n = 300,000); in the data active means activity change below about -75%, passing the limit was not always enough;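 further: luminescence divided by OD600 gain over 9 h not by final OD600 alone; inactives centre near 13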
# KLF5 inhibitor: suppresses KLF5 promoter-driven expression | DLD-1 KLF5 promoter-luciferase reporter, luminescence | inhibition, % at 5 µM | actives 0.23% (n = 290,000);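 active means inhibition above a per-plate limit of that plate's mean compound inhibition plus 3 SD, cut at about 60% in these data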;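 further: 0% = DMSO wells and 100% = LY294002 at 200 µM; higher means less KLF5 promoter-driven luciferase light; inactives centre near -14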
# GSK3A inh: human GSK-3 alpha kinase inhibition; P49840; ADP-Glo luminescence, 60 min; inhibition, % at 10 µM; actives 0.1% (n = 320,000); AID 2650;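 in the data active means inhibition above about 50%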;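 further: GST-tagged GSK-3 alpha with peptide substrate and 25 µM ATP; 0% = DMSO neutral wells and 100% = GW8510 positive control wells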
# Target sequence (P49840 whole entry, looked up): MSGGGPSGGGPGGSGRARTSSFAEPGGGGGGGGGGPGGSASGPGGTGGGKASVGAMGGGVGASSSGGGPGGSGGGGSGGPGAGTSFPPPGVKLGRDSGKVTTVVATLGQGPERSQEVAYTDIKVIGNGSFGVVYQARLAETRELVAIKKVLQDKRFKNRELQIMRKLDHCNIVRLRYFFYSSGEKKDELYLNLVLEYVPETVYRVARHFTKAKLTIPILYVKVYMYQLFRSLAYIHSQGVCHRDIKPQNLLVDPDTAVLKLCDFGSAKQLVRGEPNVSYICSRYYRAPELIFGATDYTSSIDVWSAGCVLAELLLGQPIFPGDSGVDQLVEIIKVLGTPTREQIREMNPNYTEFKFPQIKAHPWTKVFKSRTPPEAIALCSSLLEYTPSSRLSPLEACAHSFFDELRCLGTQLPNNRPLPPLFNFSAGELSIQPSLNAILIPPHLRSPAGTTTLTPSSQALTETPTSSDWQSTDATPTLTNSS
# IEC-6 tox: kills IEC-6 intestinal cells in KLF5 counter-screen; actives 0.78% (n = 290,000); inhibition, % at 5 µM; IEC-6 cytotoxicity, luminescence viability; in the data active means inhibition above about 22%;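 further: 0% = plate median of test compound wells and 100% = cytotoxic reference compound wells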
# HSP90 refold inh: blocks HSP90-mediated luciferase refolding in reticulocyte lysate | Rabbit reticulocyte lysate, luciferase refolding luminescence, 3 h | inhibition, % at 5.6 µM | actives 0.91% (n = 290,000);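 active means inhibition above the screen-wide mean plus 3 SD, computed separately per campaign, cut at about 16% in these data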;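 further: 0% = DMSO wells and 100% = 60 µM geldanamycin wells; inhibitors lower the luminescence because luciferase stays unfolded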
# HIF act: HIF pathway transcriptional activation | actives 0.32% (n = 300,000) | U2OS HRE-luciferase reporter, luminescence; normalized: DMSO 0%, desferrioxamine 100% | activation, % at 7.5 µM (by protocol);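 active means mean activation of at least 10% of the iron chelator positive control signal, with at least half of replicates also reaching 10%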
# HSF1 activator: increases HSF-1 driven luciferase reporter signal. actives 1.7% (n = 300,000). NIH3T3-HGL HSF-1 luciferase reporter, MG132, 8 h; 100% = twice DMSO control signal. AID 504408. activation, % at 9 µM;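 active means mean replicate activation of at least 50% with a set share of replicates each reaching 50%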;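 further: 0% = median of the neutral control wells and 100% = twice that signal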
# Numbers without * were called inactive; . = no result given.
SMILES,aSyn 5UTR inh,HSF1 inh,GSK3B inh,AI-2 QS modul,KLF5 inhibitor,GSK3A inh,IEC-6 tox,HSP90 refold inh,HIF act,HSF1 activator
Cc1ccccc1N(CC(=O)O)S(C)(=O)=O,7.9,-3.4,1.8,21.1,-6.7,-2.7,2.1,-1.6,-0.4,-3.3
COC(=O)c1cn(C)c2ccc(S(=O)(=O)N3CC(C)CC(C)C3)cc2c1=O (centres undefined),28.6,1.6,-2.2,13.0,11.6,0.4,-2.4,0.6,-0.3,-5.3
O=C(CSc1nc2c(oc3ccccc32)c(=O)n1CC1CCCO1)NCc1ccccc1 (centres undefined),2.3,-0.4,-2.0,16.3,.,-3.1,.,.,0.4,-6.5
O=C(Nc1nc2ccc(S(=O)(=O)N3CCCC3)cc2s1)C1CCCCC1,72.5*,-16.5,-2.6,8.4,35.8,-1.7,69.8*,-2.3,-1.2,-10.1
Cc1ncc([N+](=O)[O-])n1CCOC(=O)c1ccccc1,-7.2,3.0,-5.2,-46.3,-42.3,-2.2,0.5,-1.9,-0.1,0.2
COc1cc(OC)c(/C=N/NC(=O)c2ccncc2)cc1Br,-9.2,-12.9,1.0,15.8,1.8,4.8,9.2,2.9,0.6,-10.0
Cc1cccc(C)c1NC(=O)CCCn1nc(C)c2c(C)n(-c3ccccc3)nc2c1=O,-9.3,-3.3,4.4,14.0,-7.2,0.0,1.9,-3.9,-0.5,0.4
COCCCNC(=O)c1cccc(C(=O)NCCCOC)c1,-0.3,7.0,7.4,3.5,-18.7,-0.8,-3.6,-2.1,-0.4,10.7
Cn1c(CCNC(=O)c2ccco2)nc2cc(NC(=O)c3ccccc3Cl)ccc21,-40.3,2.0,1.0,13.5,-44.1,-0.1,1.0,-1.5,3.3,21.2
COc1cccc(NC(=O)N2CCCc3ccccc32)c1,-23.1,-0.7,2.6,29.9,-20.7,-1.7,0.2,0.8,0.5,-1.5
Cc1nn(C)c(Cl)c1/C=C/C(=O)O,-14.5,-1.7,-1.3,23.9,-21.0,0.2,1.4,-1.8,-0.8,4.0
CCc1nc(SCC(=O)Nc2nc3c(s2)CCCC3)c2ccccc2n1,21.4,0.5,2.8,22.8,-22.4,-2.5,1.4,10.6,0.4,-0.3
O=C(CCc1nnc(Cc2ccc3c(c2)OCO3)o1)N(CC1CCC1)CC1CCCO1 (centres undefined),9.8,-4.6,4.4,6.5,-7.0,-2.2,6.1,0.0,-0.2,-8.8
CC1(NC(=O)N2CCCCC2)CCS(=O)(=O)C1 (centres undefined),11.8,-6.6,-6.1,16.5,-16.2,.,-3.1,3.1,0.3,-4.3
Cc1ccccc1NC(=O)NNC(=O)c1ccc2ccccc2c1,11.1,-2.6,-4.7,13.8,-33.3,-2.4,-3.0,-3.5,-0.3,1.0
Cc1nc(Nc2ccccc2Cl)sc1C(=O)Nc1ccccc1,-52.6,2.9,1.6,-9.7,-19.3,-1.0,-2.1,2.3,-3.5,11.5
CCN(CC)S(=O)(=O)c1ccc(C(=O)NC(C)(C)C)cc1,-23.9,6.2,-2.1,30.1,-13.6,0.1,4.2,5.0,-0.6,18.0
CCC(C)(C)NC(=O)C(c1ccccc1)N(Cc1cccs1)C(=O)Cn1nnc2ccccc21 (centres undefined),6.0,4.3,-1.4,10.6,-43.2,0.1,0.2,0.8,0.1,2.7
Cc1ccc(C(=O)N2CC(=O)NC(=O)C2)cc1,9.1,0.3,.,.,-30.9,-0.8,-1.1,-1.0,-18.8,45.4
CCOC(=O)N1CCC(N(CCN(C)C)C(=S)Nc2ccc(OCC)cc2)CC1,11.1,-18.1,1.0,19.8,-17.2,1.1,-0.4,1.1,-0.3,-16.8

# Overlap with the part before: 3 entries, then new ones.
SMILES,aSyn 5UTR inh,HSF1 inh,GSK3B inh,AI-2 QS modul,KLF5 inhibitor,GSK3A inh,IEC-6 tox,HSP90 refold inh,HIF act,HSF1 activator
CCC(C)(C)NC(=O)C(c1ccccc1)N(Cc1cccs1)C(=O)Cn1nnc2ccccc21 (centres undefined),6.0,4.3,-1.4,10.6,-43.2,0.1,0.2,0.8,0.1,2.7
Cc1ccc(C(=O)N2CC(=O)NC(=O)C2)cc1,9.1,0.3,.,.,-30.9,-0.8,-1.1,-1.0,-18.8,45.4
CCOC(=O)N1CCC(N(CCN(C)C)C(=S)Nc2ccc(OCC)cc2)CC1,11.1,-18.1,1.0,19.8,-17.2,1.1,-0.4,1.1,-0.3,-16.8
COc1ccccc1NC(=O)COc1ccccc1C(=O)Nc1ccccc1,-26.5,-2.0,3.0,44.2,-19.8,.,-4.8,2.3,0.3,-8.4
COc1ccc(N(C)S(=O)(=O)c2ccc(Cl)c(C(=O)NCCc3ccc(Cl)cc3)c2)cc1,22.9,.,-1.7,14.5,5.0,-0.7,-1.9,-1.6,-0.2,.
CC1CCCCN1c1ncnc(N)c1[N+](=O)[O-] (centres undefined),15.1,-47.4,-68.3*,1.4,-4.6,1.0,-2.5,0.0,2.1,-49.3
COc1cccc(-c2nn(-c3ccccc3)cc2/C=C\C(=O)c2cccs2)c1,-54.5,42.3,2.4,6.1,-12.5,0.7,-0.2,4.7,0.1,35.9
COc1cc(C=O)ccc1OCCOCCOc1ccc(Cl)cc1,-8.1,7.1,-5.3,-3.6,4.9,-2.5,1.6,0.3,0.0,21.2
Cc1nn(C2CCS(=O)(=O)C2)c(Cl)c1/C=C/C(=O)OCC(=O)Nc1ccccc1[N+](=O)[O-] (centres undefined),-21.8,1.9,0.8,-2.3,-12.4,-0.6,-3.2,0.3,-0.3,2.8
COc1cccc(C(=O)Nc2nc(SCc3ccc(Cl)cc3)n[nH]2)c1,-2.6,-3.5,0.4,18.4,-43.8,1.9,2.7,-0.2,0.3,-8.9
COc1ccccc1NS(=O)(=O)c1cc(C(=O)NCC(c2ccc(F)cc2)N2CCOCC2)ccc1C (centres undefined),1.9,9.4,-0.8,7.1,.,-2.8,.,.,0.2,21.1
O=C(c1ccccc1)c1ccccc1N1C(=O)C=CC1=O,21.1,-4.1,1.7,76.2,-16.1,-0.5,6.9,0.3,-0.6,27.5
O=C(N/N=C/c1cccc(O)c1)c1ccc(NC(=O)C2CCCCC2)cc1,12.2,3.0,-0.7,25.0,-40.4,-0.4,-0.7,-1.2,0.1,8.0
CC(C)c1ccccc1NC(=O)COC(=O)c1cc([N+](=O)[O-])ccc1N1CCOCC1,-0.6,10.8,-0.4,26.9,.,-2.0,.,.,-0.5,-1.3
CCCCn1nc2cc(C(=O)NCc3ccc4c(c3)OCO4)ccc2c1OCC,28.9,-10.9,0.4,14.9,-14.3,-2.5,-10.3,3.2,-1.7,8.6
CCOC(=O)c1c(S(=O)(=O)N2CCC(C)CC2)c(C)n(C)c1C,26.1,2.5,-2.3,-8.0,-19.9,2.1,-1.7,-4.7,44.0*,-8.7
O=C1c2ccccc2C(=O)N1CC1c2ccccc2CCN1C(=O)N1CCOCC1 (centres undefined),-28.6,3.0,0.4,25.4,-38.5,2.1,-0.1,-3.6,0.0,-0.1
O=C1CCCC2=C1C(c1ccccc1)CC(=O)N2c1ccc(F)cc1F (centres undefined),3.2,10.6,1.4,-0.4,-23.4,-3.9,-2.4,-2.0,-0.3,-0.8
CC(C)(Oc1ccc(Cl)cc1)C(=O)NC1CCN(Cc2ccccc2)CC1,2.2,-1.7,0.0,13.2,.,0.5,.,.,0.7,11.0
OC(c1ccccc1)c1cccnc1 (centres undefined),7.2,-5.2,3.6,4.0,8.7,-0.2,9.3,-0.2,-0.1,-0.4
COc1cccc(C(=O)Nc2cccc(-c3nnc(-c4ccco4)o3)c2)c1,-28.2,1.1,-2.9,-0.4,-22.2,-1.1,6.3,0.8,0.0,20.4
COC(=O)Cc1nc(Nc2ccccc2)sc1C,20.5,7.3,2.4,.,-34.9,-3.8,-6.6,-3.2,-0.6,-3.1
CCN1CCN(C(c2cccc(OC)c2)c2sc3nc(C)nn3c2O)CC1 (centres undefined),11.2,3.3,2.3,-6.4,-17.6,0.4,-8.7,3.8,0.3,15.5
CC(C)n1cnc2cc(NCc3nc4ccccc4n3C)ccc21,-115.1,10.2,0.0,38.0,-47.8,5.0,8.5,16.2*,1.7,5.7
Cc1cccc(C(=O)Oc2ccc(/C=N/NC(=O)c3ccccc3O)cc2)c1,-134.8,52.9,1.1,45.8,-32.2,0.1,-0.7,-6.2,0.7,55.2*
CCC(=O)N1CCc2cc(S(=O)(=O)N3CCc4ccccc43)ccc21,-2.2,-1.1,0.7,6.5,8.5,7.8,0.0,2.9,-1.6,-11.6
CCC(C)n1c(SCC(=O)Nc2cc(C)on2)nc2ccccc2c1=O (centres undefined),-27.9,10.9,-1.1,15.6,-30.7,-0.5,-0.7,3.0,0.8,8.5
CCOC(=O)N/N=C\c1ccc(OC/C=C/c2ccccc2)c(OC)c1,-5.1,31.9,2.7,20.0,-35.3,-4.7,-0.2,-0.6,0.9,12.4
Cc1ccc(S(=O)(=O)c2nc(N3CCOCC3)sc2Cl)cc1,10.5,-4.0,-0.4,-7.7,-27.6,-0.2,-3.3,2.9,0.1,9.8
COCCCNC(=S)N1CCN(c2nc(-c3ccccc3)cs2)CC1,5.9,6.4,-1.8,19.7,-10.5,3.1,-2.7,4.1,-0.5,-1.9
Cc1nc(SCC#N)c2c3c(sc2n1)CCC3,17.7,-0.9,-3.8,18.8,2.4,-0.9,-1.7,-0.7,0.4,6.5
Cc1ccc(C)n1NC(=O)c1ccccc1O,-51.4,-84.8*,-0.9,3.3,-11.0,-1.7,-8.4,1.3,-0.4,-88.1
COc1cc(-c2[nH]ncc2CN2CCCC2c2nonc2C)cc(OC)c1OC (centres undefined),0.7,-8.1,-2.8,11.8,-16.9,0.0,1.0,0.5,-0.2,3.8
CCCSc1nc(C)c(C(C)=O)cc1C#N,24.3,-2.5,2.2,5.2,-4.9,-2.8,5.3,7.1,0.0,1.9
Cc1ccc(C(=O)NCCc2nc3ccccc3[nH]2)cc1[N+](=O)[O-],4.4,-17.1,-1.3,4.1,5.9,-0.6,-4.2,4.8,-0.2,-32.6
COc1ccc(-n2c3c(cc(C#N)c2=O)C(=O)CCC3)cc1,11.7,-3.5,1.1,-1.2,4.7,-2.2,-0.1,-6.0,-1.1,-4.2
CCN1CCN(c2ccc(NC(=O)c3cccc4ncccc34)cc2)CC1,-45.0,6.4,0.4,22.2,-30.2,0.9,-3.7,-1.5,0.3,38.1
CC(=O)Nc1nc2n(n1)C(c1ccc(F)cc1)C=C(c1ccccc1)N2 (centres undefined),22.9,-0.1,-0.4,0.1,-2.5,-2.9,-2.0,-1.5,2.0,0.3
Cc1cccc(OCC(O)Cn2ccnc2C)c1 (centres undefined),7.0,-2.6,1.6,11.6,-15.8,1.8,-1.0,0.5,-2.0,-2.1
CCN(CC)S(=O)(=O)c1ccc(Cl)c(C(=O)NCC2CCCO2)c1 (centres undefined),4.9,-5.1,2.0,5.4,-4.4,-1.3,6.5,-0.8,-0.3,13.8
